TrxR1 substrate – substrates of rat thioredoxin reductase 1; purified TrxR1 substrate turnover, NADPH consumption readout; Potency, µM (highest dose often 114 µM), inactives show at the top dose activity change, negative = substrate turnover; 0.01% of 390,000 active; O89049; note: % is set by controls: 0 for no effect and ±100 for the full control effect; nearly all actives have a fitted effect of over 50% in size
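Rat TrxR1, dispensed at 90 nM, was prereduced with 400 uM NADPH (final) for 5 min at ~22 deg C, then incubated with compound 15 min before 400 uM selenite. A first-read NADPH fluorescence drop versus no-compound background flagged substrates.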
Vif-APOBEC3F blk – Vif-A3F binding inhibition. Potency, µM (series often up to 46.1 µM), without a hit: at the highest dose activity, negative = active. 0.2% of 390,000 active. HeLa A3F-eYFP + Vif (tagged APOBEC3F with the HIV-1 protein that degrades it), YFP fluorescence increase. AID 602313; note: % of control where 0% means no effect; nearly all actives have a fitted effect of over 65% in size
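HeLa cells stably expressing A3F-eYFP plus Vif, plated and incubated overnight at 37 deg C, then exposed to compounds overnight at 37 deg C. Blocked degradation read as raised yellow fluorescence (Ex 488/Em 500-530).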
Vif-APOBEC3G blk – Vif-A3G binding inhibition; HeLa A3G-eYFP + Vif (tagged APOBEC3G with the HIV-1 protein that degrades it), YFP fluorescence, overnight; Q9HC16; Potency, µM (titrated, usually from 46.1 µM), without a hit: at the top dose activity, negative = active, usual class: inhibitors; AID 602310; 0.076% of 410,000 active;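 note: % is set by controls: 0 for no effect and ±100 for the full control effect; nearly all actives have a fitted effect of over 60% in size; hits raise eYFP signal because A3G escapes Vif-driven loss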
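HeLa cells stably expressing Vif and C-terminally eYFP-tagged A3G, seeded overnight at 37 deg C, then exposed to compound by pintool overnight at 37 deg C. Rise in yellow fluorescence (Ex 488/Em 500-530, Acumen) marks blocked Vif-driven A3G degradation.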
mIDH1 inhibitor – human IDH1 R132H inhibition; O75874; IDH1-R132H enzyme, NADPH consumption, diaphorase/resazurin fluorescence; Potency, µM (highest dose often 76.6 µM), for inactives: at the highest dose activity change, negative = inhibition, usual class: inhibitors; 0.093% of 390,000 active; AID 602179; note: % is set by controls: 0 for no effect and ±100 for the full control effect; nearly all actives have a fitted effect of over 65% in size
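IDH1-R132H (0.5 ug/mL) preincubated 30 min with compound, then NADPH (0.016 mM) and alpha-KG (2 mM) added; 80 min at RT, pH 7.5. Remaining NADPH coupled via diaphorase/resazurin to fluorescence (540/590 nm); concentration-response curves normalized to no-enzyme control.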
RGS4 inhibitor – inhibitors of human regulator of G protein signaling 4 | 0.039% of 390,000 active | AID 504845 | Transcreener GDP fluorescence polarization, RGS4-accelerated GTP hydrolysis | Potency, µM (series often up to 114 µM), without a hit: top-dose activity change, negative = inhibition, usual class: inhibitors | P49798; note: % is set by controls: 0 for no effect and ±100 for the full control effect; nearly all actives have a fitted effect of over 75% in size; some results filed as inactive show a strong effect at the top dose
Target sequence (P49798 whole entry, looked up): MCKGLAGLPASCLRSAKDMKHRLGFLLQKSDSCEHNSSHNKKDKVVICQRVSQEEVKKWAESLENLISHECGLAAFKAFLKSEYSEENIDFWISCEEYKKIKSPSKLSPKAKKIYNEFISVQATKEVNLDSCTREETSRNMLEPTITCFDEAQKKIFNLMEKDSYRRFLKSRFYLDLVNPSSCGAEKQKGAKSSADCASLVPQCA
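MLSMR compounds (23 nl, pin-transferred) preincubated 10 min at room temperature with a 500nM (2x) first reagent, then RGS4 at 900nM (2x) plus Transcreener GDP mix added; fluorescence polarization (620/688 nm) read before and after 90 min at 30 °C.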
rTrxR1 inhibitor – blocks rat thioredoxin reductase 1 | 1% of 390,000 active | recombinant rTrxR1, NADPH fluorescence consumption, selenite substrate | O89049 | Potency, µM (titrated, usually from 114 µM), for the others: at the highest dose activity change, negative = inhibition, hits mostly inhibitors; note: % is set by controls: 0 for no effect and ±100 for the full control effect; nearly all actives have a fitted effect of over 65% in size
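Rat TrxR1 (90 nM in the dispensed reagent) was pre-reduced with 400 uM NADPH for 5 min at room temperature, then incubated with compound for 15 min. After 400 uM selenite was added, NADPH fluorescence (Ex 340/Em 450 nm) was followed for 8 min.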
ALOX12 inh – blocks human arachidonate 12S-lipoxygenase; 1.1% of 580,000 active; P18054; AID 1671190; purified 12hLO, xylenol orange hydroperoxide absorbance; Potency, µM (highest dose often 108 µM), for the others: at the top dose activity change, negative = inhibition, actives largely listed as inhibitors; note: % is set by controls: 0 for no effect and ±100 for the full control effect
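Purified human 12hLO (150 nM final) in 25 mM Hepes, 0.01% Triton X-100, pH 7.0 was preincubated 15 min at room temperature with compound. Then 40 uM arachidonic acid was added, 30 min. Hydroperoxide was read by Fe-XO absorbance ratio 573/405 nm.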
USP1 inh – blocks the human USP1/UAF1 deubiquitinase complex; Potency, µM (series often up to 57.1 µM), for the others: at the top dose activity change, negative = inhibition, actives largely listed as inhibitors; AID 743255; O94782; recombinant USP1/UAF1, Ub-Rhodamine cleavage fluorescence; 0.23% of 390,000 active; note: % is set by controls: 0 for no effect and ±100 for the full control effect; nearly all actives have a fitted effect of over 60% in size; inactives centre near -12
Target sequence (O94782 whole entry, looked up): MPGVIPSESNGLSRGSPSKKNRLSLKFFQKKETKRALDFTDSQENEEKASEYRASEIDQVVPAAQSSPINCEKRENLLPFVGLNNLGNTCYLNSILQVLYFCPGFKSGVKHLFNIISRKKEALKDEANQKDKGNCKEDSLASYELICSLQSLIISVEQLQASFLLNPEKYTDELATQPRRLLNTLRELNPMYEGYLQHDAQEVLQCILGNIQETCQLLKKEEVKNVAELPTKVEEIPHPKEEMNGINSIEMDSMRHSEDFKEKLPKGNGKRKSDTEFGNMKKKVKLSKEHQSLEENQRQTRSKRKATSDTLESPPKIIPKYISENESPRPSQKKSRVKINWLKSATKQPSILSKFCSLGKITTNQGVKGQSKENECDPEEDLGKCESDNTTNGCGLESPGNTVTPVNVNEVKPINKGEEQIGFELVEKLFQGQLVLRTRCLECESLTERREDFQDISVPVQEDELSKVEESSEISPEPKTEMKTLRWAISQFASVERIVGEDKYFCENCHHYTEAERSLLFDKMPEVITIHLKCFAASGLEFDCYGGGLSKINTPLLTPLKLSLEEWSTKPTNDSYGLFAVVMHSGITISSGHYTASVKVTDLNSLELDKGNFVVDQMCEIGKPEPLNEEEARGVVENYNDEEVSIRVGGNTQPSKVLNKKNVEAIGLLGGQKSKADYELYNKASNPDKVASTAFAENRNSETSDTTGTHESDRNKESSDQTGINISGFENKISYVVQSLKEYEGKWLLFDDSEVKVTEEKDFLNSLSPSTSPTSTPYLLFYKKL
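In this screen, compounds sit with the deubiquitinase complex (1nM) for 15 min at room temperature before Ub-Rho is added at 150nM final. Fluorescence rise is then followed for 6 reads every 60 seconds.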
RXFP1 agonist – activates the human relaxin receptor RXFP1; 0.3% of 370,000 active; Q9HBX9; HEK293T-RXFP1 cAMP TR-FRET, 30 min; response scale: percent of porcine relaxin response, buffer zero; Potency, µM (series often up to 57.5 µM), for inactives: at the top dose activation, actives largely listed as activators; note: % is set by controls: 0 for no effect and ±100 for the full control effect; nearly all actives have a fitted effect of over 60% in size; many of its hits are not listed in these tables
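cAMP rise read by TR-FRET after 30 min, 37C compound exposure (up to 58 uM) in RXFP1-transfected HEK293 cells with Ro 20174 present. EC50 from Hill-equation fits, with 29 nM porcine relaxin as 100% and buffer as basal.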
The depositor's hits bear a star; i = inactive; u = inconclusive; x = not tested or not shown; & = joins results of further samples; [ ] = another dose, or the depositor's remark. Calls come from the whole dose curve; as a rule, active = well fitted curve in the direction sought with a large enough effect; inconclusive = small, poorly fitted or top-dose-only effect, or another doubt; inactive = no such curve, though single readings can be large; an effect the other way counts as inactive or inconclusive. Potency is the fitted concentration of half-maximal effect.

SMILES	ALOX12 inh	Vif-APOBEC3F blk	mIDH1 inhibitor	TrxR1 substrate	RXFP1 agonist	rTrxR1 inhibitor	RGS4 inhibitor	USP1 inh	Vif-APOBEC3G blk
O=C(Nc1ccccc1N1CCN(C(=O)c2ccc(Cl)cc2)CC1)c1cccc([N+](=O)[O-])c1	-14%	1%	-1%	3%	-2.3%	19%	-25%	-15%	-2%
O=C(Cn1c(=O)n(-c2ccc(F)cc2)c(=O)c2sccc21)c1ccccc1	10%	5%	0%	-3%	-0.3%	3%	1%	-7%	-10%
CCOc1ccc(/C=C/C(=O)Nc2ccc3[nH]c(=O)[nH]c3c2)cc1	-10%	-13%	4%	-8%	-2.1%	-4%	18%	-5%	1%
O=C(O)CCCC(=O)N1CCOCCOCCOCCOCC1	-6%	2%	-4%	-2%	-0.8%	20%	12%	-11%	0%
CCOC(=O)c1ccc(NC(=O)CCS(=O)(=O)Cc2ccccc2)cc1	21%	-22%	0%	-6%	-0.7%	-3%	20%	-1%	0%
Cc1nc(N)sc1-c1csc(Nc2cccc(O)c2)n1	u	-2%	7%	-8%	1.3%	9%[57.1 µM]	-14%	u	u
COc1ccccc1CC(=O)Nc1ccc2c(c1)C(=O)NC2=O	-12%	6%	1%	6%	-1.6%	21%	-20%	-22%	-6%
Cc1cccc(Nc2ccncc2S(N)(=O)=O)c1	i	6%	25%	6%[57.1 µM]	x	27%[57.1 µM]	16%	-4%	-4%
O=C(CN(CC1CCCO1)C(=O)CNS(=O)(=O)c1ccccc1)NCc1ccco1 (stereo not drawn)	-2%	6%	1%	12%[57.1 µM]	-0.4%	16%[57.1 µM]	-16%	-10%	2%
CCCCNc1ncnc2c1cnn2Cc1ccc(Cl)cc1	u	-14%	-7%	2%	-0.3%	28%	8%	-13%	-28%
CSc1ncc(C(=O)Nc2ccc(Br)cn2)c(C)n1	0%	-19%	-17%	0%	14%	-10%	17%	-15%	u
S=c1[nH]nc(-c2ccncc2)n1/N=C/C(Cl)=C\c1ccccc1	u	-8%	3%	1%	0.3%	-32%	u	-17%	u
CCc1ccccc1NC(=O)CN1CCN(C(=O)c2ccc(OCc3cn4ccccc4n3)cc2)CC1	13%	-10%	1%	13%	0.6%	2%	15%	-20%	0%
O=C(O)C1CC(=O)N(Cc2cccnc2)C1 (stereo not drawn)	-15%	-3%	-9%	3%	-0.2%	-3%	7%	u	0%
CCC(C)NC(=O)c1ccc(CS(=O)(=O)Cc2ccc(Cl)cc2)o1 (stereo not drawn)	3%	-9%	3%	-7%[57.1 µM]	-0.4%	-8%	-16%	-11%	-10%
COC(=O)c1ccc(/C=N\NC(=O)CC(=O)NCCc2ccccc2)cc1	4%	-9%	-10%	-2%	0.8%	8%	3%[11.4 µM]	-14%	-9%
COc1ccc(CC(=O)N2CC(=O)Nc3ccc(F)cc3C2c2ccccc2)cc1 (stereo not drawn)	u	0%	1%	2%	-0.8%	25%	13%	-8%	-2%
CC(C)c1ccccc1NC(=O)Cn1c(-c2ccccc2Cl)nc2ccccc21	-7%	2%	5%	-9%	-2.5%	2%	-12%	-14%	-1%
CCOC(=O)CN1C(=O)N[C@H](c2ccc(Br)cc2)C(C(C)=O)=C1C	-30%	0%	-12%[38.3 µM]	1%[2.29 µM]	1.0%	-19%	-12%	u	-2%
CN(CCc1ccccn1)C(=O)CC1C(=O)NCCN1Cc1ccc(-c2ccccc2)cc1 (stereo not drawn)	7%	9%	8%	5%[57.1 µM]	1.7%	-20%[57.1 µM]	-16%	-11%	1%
O=c1cc(O)c2sc3nc(-c4ccccc4)cc(C(F)(F)F)c3c2[nH]1	-28%	-17%	3%	-8%	1.8%	-9%	-12%	-12%	-5%
CCOc1ccc(C(=O)N2CCC(c3noc(-c4ccc(S(=O)(=O)N5CCCC5)cc4)n3)CC2)cc1	-25%	1%	15%	-10%	0.3%	20%	13%	-24%	5%
Nc1c(C(=O)c2ccccc2)sc(Nc2ccccc2)c1S(=O)(=O)c1ccccc1	-16%	-1%	-5%	-3%	1.7%	-6%	2%	-21%	0%
CC1CCCN(CCCNC(=O)c2coc3nc4ccccc4nc23)C1 (stereo not drawn)	0%	-4%	3%	273%[activator]	5.9%	-16%	-21%	-20%	0%
O=C(COC(=O)c1ccccc1Cl)Nc1cccnc1Cl	u	0%	-8%	-4%	2.8%	12%	-8%	-9%	-5%
CCN(CC)c1ccc(NC(=O)CCCN2C(=O)C(c3ccccc3)Oc3cccnc32)c(C)c1 (stereo not drawn)	-14%	-21%	0%	-4%	-2.8%	16%	6%	-7%	0%
CC1(C)CC2(CCO1)OC(=O)CC2C(=O)Nc1ccc(Cl)cc1[N+](=O)[O-] (stereo not drawn)	83%[activator]	-30%	5%	8%[57.1 µM]	0.0%	10%	-8%	-7%	-2%
C/C(=C\C(=O)c1ccncc1)Nc1ccccc1O	-2%	-5%	-2%	6%[57.1 µM]	-1.2%	-1%[57.1 µM]	-17%	1%	-15%
O=C(COC(=O)c1ccc(S(=O)(=O)N2CCCCCC2)cc1)NCc1ccc(Cl)cc1	208%[activator]	-7%	-5%	2%	0.5%	14%	18%	-11%	-1%
Cc1cc(C)c2c(n1)nn1c(N3CCN(Cc4ccccc4)CC3)cc(C)nc21	-4%	-3%	3%	129%[activator][57.1 µM]	3.1%	41%[activator][57.1 µM]	33%	-4%	4%

3 compounds from above, limited to mIDH1 inhibitor and Vif-APOBEC3G blk:
| mol | mIDH1 inhibitor | Vif-APOBEC3G blk |
| --- | --- | --- |
| CC1CCCN(CCCNC(=O)c2coc3nc4ccccc4nc23)C1 (stereo not drawn) | 3% | 0% |
| CCc1ccccc1NC(=O)CN1CCN(C(=O)c2ccc(OCc3cn4ccccc4n3)cc2)CC1 | 1% | 0% |
| CCOC(=O)CN1C(=O)N[C@H](c2ccc(Br)cc2)C(C(C)=O)=C1C | -12%[38.3 µM] | -2% |

The list goes on.
SMILES	ALOX12 inh	Vif-APOBEC3F blk	mIDH1 inhibitor	TrxR1 substrate	RXFP1 agonist	rTrxR1 inhibitor	RGS4 inhibitor	USP1 inh	Vif-APOBEC3G blk
CCOc1ccc(N(C)C(=O)CCc2nnc3ccc(N4CCOCC4)nn23)cc1	-1%	1%	11%	8%	24%	34%	1%[56.9 µM]	-12%	-1%
CCCCN(CC)CCNC(=O)c1nn(-c2ccc(OC)cc2)c(=O)c2c1c1ccccc1n2C	-25%&-16%	5%	11%	5%[57.1 µM]	0.5%&4.9%	6%[57.1 µM]	24%&-8%	1%&-2%	0%
Cc1cccc(-n2c3nc(=O)n(C)c(=O)c-3cc3ccc(Cl)cc32)c1C	-14%	1%	1%	45%[activator]	3.3%	0%	-19%	-14%	-2%
C=CCNC(=O)C1CC(=O)N(c2ccc(C)cc2)C1 (stereo not drawn)	391%[activator]	2%	-11%	5%	-0.7%	14%	-4%	u	1%
Nc1cc(S(=O)(=O)C(F)(F)F)ccc1C(=O)O	2%	7%	-5%	-6%	2.6%	4%	-8%	1%	0%
CC1CCCCC1N=CC1=C(O)CC(C)(C)CC1=O (stereo not drawn)	8%	-1%	1%	-4%	1.0%	-6%	4%	-7%	0%
COC(=O)c1c(-c2ccccc2)csc1NC1=NS(=O)(=O)c2ccccc21	u	-7%	4%	12%	-7.0%	10%	8%	-1%	-2%
COc1ccc(S(=O)(=O)n2nc(OC(=O)c3ccccc3Br)cc2N)cc1	30%[activator]	8%	1%	-9%	3.2%	u	-15%	-27%	4%
Cc1cccc(C(=O)N2CCCCC2CCN2CCCCC2)c1 (stereo not drawn)	-15%	2%	2%	6%	-0.7%	12%	-8%	-11%	-1%
COCCNc1ccc(-c2n[nH]c(=O)c3ccccc23)cc1[N+](=O)[O-]	u	8%	0%	0%	3.4%	6%	-37%	-27%	-1%
Cc1ccc(NC(=O)COc2ccc(Br)cc2CO)cc1	2%	-12%	12%	-1%	0.4%	11%	-6%	-5%	1%
O=C(COC(=O)c1cnccn1)N=c1sccn1Cc1ccccc1Cl	0%	5%	0%	-2%	1.1%	0%	-1%	-15%	-1%
O=C(Cn1cnc2ccccc2c1=O)N1CCN(Cc2ccc3c(c2)OCO3)CC1	71%[activator]	-8%	9%	-5%	1.5%	-1%	10%	4%	-1%
CCOc1ccc(CNC(=O)Cn2c(=O)c3cccn3c3ccc(F)cc32)cc1	-22%	1%	14%	-3%	1.7%	45%[11.4 µM]	35%	-19%	3%
O=C(/C=C/c1ccc2c(c1)OCO2)Nc1nc2ccccc2s1	-19%	u	2%	31%[activator]	0.3%	-31%	10%	5%	0%
CCOC(=O)c1cnc2ccc(OCC)cc2c1NCc1cccnc1	8%	u	12%	11%	1.5%	7%	2%	-15%	-13%
CCn1nc(C(=O)NNC(=O)COc2ccccc2C)c2ccccc2c1=O	17%	10%	2%	7%[57.1 µM]	1.0%	-4%[57.1 µM]	12%	-9%	0%

Screening data deposited in PubChem BioAssay by National Center for Advancing Translational Sciences (NCATS).

These rows are one share of the data; count on the stated rates, not on these rows.
